MBNL1 CUG block – inhibitors of human MBNL1 binding to CUG repeat RNA. 0.036% of 280,000 active. Potency, µM (series often up to 57.5 µM), for inactives: at the top dose activity change, negative = inhibition, most hits filed as inhibitors. TR-FRET MBNL1-His/biotin-(CUG)12 binding, 665/545 ratio. Q9NR56. AID 2675; active = well fitted inhibition curve with a large enough effect in the signal ratio, with a control signal flat, not every such curve was filed as active; inconclusive = small, poorly fitted or top-dose-only effect, or effect the other way, or a change in a side signal; inactive = no such curve, though single readings can be large or run the other way; the % refers to the signal ratio; also: potency is read from the fitted curve at half-maximal effect; % is scaled to controls: 0 for no effect and ±100 for the full control effect
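TR-FRET between His-tagged MBNL1 and biotin-(CUG)12 RNA, detected with Tb anti-His antibody (0.055 ng/ul) and streptavidin-XL665 (5 nM), 60 min at room temperature. Compounds titrated 92 nM to 58 uM; 665/545 nm ratio normalized to buffer and complex controls.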
hERG WT inh – inhibitors of human wildtype KCNH2 potassium channel; Q12809; U2OS, BacMam KCNH2, thallium flux FluxOr; active compounds read low; activity change, % at 1.84 µM; 0.37% of 340,000 active; AID 720551;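 active = maximum activity change below -70%; inconclusive = maximum activity change between -70% and -50%; inactive = maximum activity change above -50%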; also: % is scaled to controls: 0 for no effect and ±100 for the full control effect
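U2OS cells transduced with wild-type KCNH2 virus are loaded with FluxOr dye for 45 min, and thallium flux is measured in kinetic reads before and after stimulation buffer. Rate constants are normalized to DMSO controls.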
AT treatment – candidate therapy for ataxia-telangiectasia; AID 485349; Potency, µM (top dose mostly 57.5 µM), for inactives: top-dose activation, hits mostly activators; 0.19% of 320,000 active; […] A-T fibroblasts, KAP-1 phosphorylation AlphaLISA; neocarzinostatin DNA damage 30 min before lysis; also: potency is read from the fitted curve at half-maximal effect; % of control where 0% means no effect; nearly all actives have a fitted effect of over 45% in size
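hTERT-immortalized A-T patient fibroblasts ([…]), 500 cells/well in OPTI-MEM, 1% FBS, got compounds for 60 min, then NCS for 30 min at 37C. Lysates were then assayed for phospho-KAP-1 by AlphaLISA (anti-pKAP1 donor, anti-KAP1 acceptor beads), 6 hr at 25C.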
KCNH2 3.1 inh – KCNH2 3.1 (human) potassium channel inhibition; AID 720553; activity change, % (tested at about 1.8 µM); 0.95% of 340,000 active; U2OS KCNH2 3.1, thallium flux FluxOr; active compounds read low;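 active = maximum activity change below -70%; inconclusive = maximum activity change from -70% to -50%; inactive = maximum activity change above -50%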;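 also: thallium influx rate constant from kinetic fluorescence after stimulation buffer; % is scaled to controls: 0 for no effect and ±100 for the full control effect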
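We transduce U2OS cells with the mutant 3.1 virus, culture them overnight, load FluxOr with Red40 quencher for 45 min, then add stimulation buffer and read kinetically for 2 min to derive a normalized rate constant.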
Coupling enz – counter-screen for Giardia aldolase inhibitors: coupling enzyme system; 0.67% of 290,000 active; coupling enzyme system counterscreen, AmpLite Red fluorescence; activity change, negative = inhibition, % at 58.2 µM, hits read low; in the data active = activity change below about -30%; also: % is scaled to controls: 0 for no effect and ±100 for the full control effect
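First, compound is pin-transferred into glyceraldehyde-3-phosphate coupling-enzyme reagent at 57.5 uM final and held 10 min at RT. Next, substrate, coupling system and AmpLite Red are added. After 20 min RT, fluorescence (525/598 nm) is read.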
CXXC DNA block – MLL CXXC-DNA interaction inhibition; Q03164; MLL-CXXC / FITC-HOXA9 DNA fluorescence polarization; Potency, µM (doses to about 115 µM), inactives show at the highest dose activity change, negative = inhibition, usual class: inhibitors; 0.037% of 290,000 active; AID 2662; active = well fitted inhibition curve with a large enough effect in the polarisation, with a control signal flat, not every such curve was filed as active; inconclusive = small, poorly fitted or top-dose-only effect, or effect the other way, or a change in a side signal; inactive = no such curve, though single readings can be large or run the other way; the % refers to the polarisation; also: potency is read from the fitted curve at half-maximal effect
Target sequence (Q03164 whole entry, looked up): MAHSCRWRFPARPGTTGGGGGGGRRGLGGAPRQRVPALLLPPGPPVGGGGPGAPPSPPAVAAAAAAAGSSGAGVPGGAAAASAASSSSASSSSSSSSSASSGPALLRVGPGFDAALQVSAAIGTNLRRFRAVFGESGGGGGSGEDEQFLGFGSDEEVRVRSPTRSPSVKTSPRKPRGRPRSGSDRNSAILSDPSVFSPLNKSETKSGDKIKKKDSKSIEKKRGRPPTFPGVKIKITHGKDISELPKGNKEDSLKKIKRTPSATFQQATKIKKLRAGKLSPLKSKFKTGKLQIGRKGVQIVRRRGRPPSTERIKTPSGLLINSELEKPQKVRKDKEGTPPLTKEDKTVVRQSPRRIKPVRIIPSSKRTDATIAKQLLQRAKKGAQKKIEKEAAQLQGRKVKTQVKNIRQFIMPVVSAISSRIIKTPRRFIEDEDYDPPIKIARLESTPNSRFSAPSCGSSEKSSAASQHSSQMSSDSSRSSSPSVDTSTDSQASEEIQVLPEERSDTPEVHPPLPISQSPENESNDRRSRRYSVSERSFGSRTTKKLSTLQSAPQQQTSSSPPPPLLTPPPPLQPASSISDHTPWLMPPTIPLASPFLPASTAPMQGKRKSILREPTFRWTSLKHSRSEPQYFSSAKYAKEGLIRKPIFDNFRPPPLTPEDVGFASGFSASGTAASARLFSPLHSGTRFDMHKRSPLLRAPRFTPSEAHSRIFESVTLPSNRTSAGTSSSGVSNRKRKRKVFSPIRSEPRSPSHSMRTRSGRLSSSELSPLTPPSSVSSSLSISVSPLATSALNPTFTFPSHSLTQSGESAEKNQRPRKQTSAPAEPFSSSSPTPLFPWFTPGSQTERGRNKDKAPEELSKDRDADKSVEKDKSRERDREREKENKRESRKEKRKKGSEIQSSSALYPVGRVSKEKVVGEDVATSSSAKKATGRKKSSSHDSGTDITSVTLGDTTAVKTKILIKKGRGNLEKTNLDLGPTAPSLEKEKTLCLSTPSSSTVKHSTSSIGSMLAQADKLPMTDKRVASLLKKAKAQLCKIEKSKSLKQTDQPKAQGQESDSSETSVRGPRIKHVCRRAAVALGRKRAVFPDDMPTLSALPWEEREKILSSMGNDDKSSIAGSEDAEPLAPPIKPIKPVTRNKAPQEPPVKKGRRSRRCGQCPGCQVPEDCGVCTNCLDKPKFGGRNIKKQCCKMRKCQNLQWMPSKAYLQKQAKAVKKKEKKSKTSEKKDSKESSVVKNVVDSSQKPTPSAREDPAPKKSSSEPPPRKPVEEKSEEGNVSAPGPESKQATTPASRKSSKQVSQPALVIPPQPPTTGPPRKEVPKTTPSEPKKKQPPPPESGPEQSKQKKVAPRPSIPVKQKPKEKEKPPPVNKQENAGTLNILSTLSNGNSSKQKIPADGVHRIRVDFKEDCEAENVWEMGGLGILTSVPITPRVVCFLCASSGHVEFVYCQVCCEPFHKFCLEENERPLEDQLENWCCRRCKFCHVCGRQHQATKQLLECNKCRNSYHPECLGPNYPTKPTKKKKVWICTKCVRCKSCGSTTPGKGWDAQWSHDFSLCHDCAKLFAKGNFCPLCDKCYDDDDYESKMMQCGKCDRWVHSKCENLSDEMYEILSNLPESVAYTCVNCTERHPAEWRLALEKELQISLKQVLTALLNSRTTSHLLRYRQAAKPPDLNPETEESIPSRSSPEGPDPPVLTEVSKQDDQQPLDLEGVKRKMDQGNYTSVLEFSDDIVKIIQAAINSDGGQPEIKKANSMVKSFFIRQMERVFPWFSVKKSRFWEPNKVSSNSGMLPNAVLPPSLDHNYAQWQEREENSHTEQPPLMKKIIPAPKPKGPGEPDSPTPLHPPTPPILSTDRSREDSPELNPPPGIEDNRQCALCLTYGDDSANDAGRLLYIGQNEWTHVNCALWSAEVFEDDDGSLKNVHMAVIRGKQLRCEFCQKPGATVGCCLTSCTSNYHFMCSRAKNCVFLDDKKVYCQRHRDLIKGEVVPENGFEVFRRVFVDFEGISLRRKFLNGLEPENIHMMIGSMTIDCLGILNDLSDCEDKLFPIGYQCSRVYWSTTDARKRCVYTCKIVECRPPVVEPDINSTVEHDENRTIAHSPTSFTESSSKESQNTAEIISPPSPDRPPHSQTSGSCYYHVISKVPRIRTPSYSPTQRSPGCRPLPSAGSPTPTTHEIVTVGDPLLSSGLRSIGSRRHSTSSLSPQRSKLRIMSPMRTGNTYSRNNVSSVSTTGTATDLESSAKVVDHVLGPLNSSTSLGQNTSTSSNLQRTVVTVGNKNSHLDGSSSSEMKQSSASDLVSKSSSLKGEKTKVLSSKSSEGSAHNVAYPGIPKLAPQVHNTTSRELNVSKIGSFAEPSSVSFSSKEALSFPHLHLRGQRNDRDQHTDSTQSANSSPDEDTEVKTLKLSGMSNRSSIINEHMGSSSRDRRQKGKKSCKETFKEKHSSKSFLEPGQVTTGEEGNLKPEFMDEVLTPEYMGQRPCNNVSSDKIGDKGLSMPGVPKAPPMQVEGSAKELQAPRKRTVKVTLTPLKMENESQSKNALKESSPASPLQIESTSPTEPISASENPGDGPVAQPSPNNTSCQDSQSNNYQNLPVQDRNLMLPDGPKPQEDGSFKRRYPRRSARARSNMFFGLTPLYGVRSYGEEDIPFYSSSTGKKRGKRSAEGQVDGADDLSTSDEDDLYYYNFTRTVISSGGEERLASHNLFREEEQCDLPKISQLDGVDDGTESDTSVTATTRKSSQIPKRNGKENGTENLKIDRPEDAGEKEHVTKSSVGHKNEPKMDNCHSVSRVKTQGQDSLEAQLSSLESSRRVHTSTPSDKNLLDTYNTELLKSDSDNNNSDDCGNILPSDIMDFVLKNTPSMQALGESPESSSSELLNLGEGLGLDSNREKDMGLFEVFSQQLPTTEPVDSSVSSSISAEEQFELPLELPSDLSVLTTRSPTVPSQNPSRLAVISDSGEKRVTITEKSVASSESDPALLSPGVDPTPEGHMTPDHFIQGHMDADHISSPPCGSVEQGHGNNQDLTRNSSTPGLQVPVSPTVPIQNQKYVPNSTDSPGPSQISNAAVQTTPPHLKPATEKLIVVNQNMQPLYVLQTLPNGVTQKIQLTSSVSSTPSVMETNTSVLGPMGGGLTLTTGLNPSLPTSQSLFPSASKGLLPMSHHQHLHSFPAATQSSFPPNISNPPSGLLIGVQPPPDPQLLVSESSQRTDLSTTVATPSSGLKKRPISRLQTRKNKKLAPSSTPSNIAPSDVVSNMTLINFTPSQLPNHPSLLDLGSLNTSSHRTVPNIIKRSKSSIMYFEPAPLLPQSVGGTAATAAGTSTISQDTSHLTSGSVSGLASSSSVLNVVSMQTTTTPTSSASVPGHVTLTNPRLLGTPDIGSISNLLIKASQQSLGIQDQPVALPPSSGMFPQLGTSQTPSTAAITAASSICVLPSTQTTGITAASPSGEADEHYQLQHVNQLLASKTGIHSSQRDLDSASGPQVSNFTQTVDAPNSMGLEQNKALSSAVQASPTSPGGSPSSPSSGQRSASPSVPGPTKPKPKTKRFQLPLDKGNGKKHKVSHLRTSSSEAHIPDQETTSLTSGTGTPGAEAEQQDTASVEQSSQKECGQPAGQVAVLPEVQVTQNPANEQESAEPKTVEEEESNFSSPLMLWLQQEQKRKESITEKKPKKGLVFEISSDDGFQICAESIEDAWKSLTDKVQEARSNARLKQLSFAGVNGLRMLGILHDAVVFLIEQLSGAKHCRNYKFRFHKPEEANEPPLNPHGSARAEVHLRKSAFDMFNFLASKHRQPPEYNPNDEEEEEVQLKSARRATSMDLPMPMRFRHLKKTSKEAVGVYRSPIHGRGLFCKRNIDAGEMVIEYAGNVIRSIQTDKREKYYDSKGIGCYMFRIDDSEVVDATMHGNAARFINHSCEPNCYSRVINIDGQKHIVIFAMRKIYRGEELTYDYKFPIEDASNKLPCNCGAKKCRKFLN
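Steps: dispense CXXC domain solution (7 uM) → pin compounds or unlabeled HOX-A9 DNA control → 5 min ambient → add FLSN-HOX-A9 solution (50 nM) → spin → 30 min ambient → fluorescence polarization. Tris pH 7.5/NaCl/DTT/BSA buffer.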
ASM inhibitor – human S-ASM enzyme inhibition | P17405 | placental ASM, HMU-PC fluorogenic substrate, 60 min | Potency, µM (titrated, usually from 57.5 µM), without a hit: at the highest dose activity change, negative = inhibition, actives largely listed as inhibitors | 0.006% of 340,000 active; also: potency is read from the fitted curve at half-maximal effect
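Fluorescence read-out (Ex 386 nm, Em 447 nm) after stopping the reaction at pH 10. Enzyme: ASM from human placenta; substrate HMU-PC0, 9 uM final; 60 min, 37 °C. Compound preincubation 10 min, ambient temperature.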
TRPV1 ag – activates the human vanilloid receptor TRPV1; TRPV1-expressing cells, Fluo-8 calcium influx, agonist mode; AID 540275; 0.19% of 320,000 active; activation, % at 8.33 µM; in the data active = activation above about 80%; inconclusive = between about 30% and that limit; also: 0% is about no effect
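TRPV1-expressing cells were cultured overnight at 35.5C and loaded with Fluo-8 calcium dye for 40 to 90 min at room temperature. After a 10 s baseline, compound was added and calcium influx was read kinetically for 3 min (ex 480/em 520 nm).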
a7 integrin act – integrin-mediated muscular dystrophy alleviation activation; 0.064% of 350,000 active; Potency, µM (top dose mostly 38.3 µM), for inactives: top-dose activation, actives largely listed as activators; AID 624291; alpha7betagal myoblasts, beta-gal FDG fluorescence, 48 h;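 also: potency is read from the fitted curve at half-maximal effect; 100% = response of the positive control SU9516; nearly all actives have a fitted effect of over 60% in size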
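Alpha7betagal+/- myoblasts (passage 13) were plated 16-24 hr, then exposed to compounds (1:260 dilution of DMSO stock) for 48 hours at 37C. After MPER lysis, β-galactosidase reporter activity was read as FDG fluorescence (ex 480/em 540) after 30 minutes.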
GALK inh – galactokinase (human) inhibition; P51570; Purified GALK, Kinase-Glo residual ATP luminescence; Potency, µM (top dose mostly 57.5 µM), for inactives: top-dose activity change, negative = inhibition, usual class: inhibitors; 0.007% of 270,000 active; also: potency is read from the fitted curve at half-maximal effect; % is scaled to controls: 0 for no effect and ±100 for the full control effect
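Kinase-Glo Plus luminescence measured ATP left after a 1 h room-temperature reaction. The reaction used 5 nM GALK, 100 uM galactose and 35 uM ATP at pH 8.0 (20 mM HEPES, 5 mM MgCl2, 60 mM NaCl, 1 mM DTT, 0.01% BSA).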
Active calls of the source: *; u = inconclusive; x = not tested or not shown; & = joins results of further samples; [ ] = remark or other dose. Unless noted, calls follow the shape of the dose curve; as a rule, active = well fitted curve in the direction sought with a large enough effect; inconclusive = small, poorly fitted or top-dose-only effect, or another doubt; inactive = no such curve, though single readings can be large; an effect the other way counts as inactive or inconclusive.

smiles	MBNL1 CUG block	hERG WT inh	AT treatment	KCNH2 3.1 inh	Coupling enz	CXXC DNA block	ASM inhibitor	TRPV1 ag	a7 integrin act	GALK inh
CCN(CC)C(=O)CSc1nc2cc3c(cc2c(=O)n1CCCCCC(=O)NCc1ccc(OC)cc1)OCO3	3%	1	-3%	6	0	7%	2%	2	4%	-1%
Cc1nnc(SCC(=O)NC2CCCCC2C)s1 (stereo not given)	-4%	x	0%	2	1	u	1%	-4	25%	7%
O=C(NCc1ccccc1)C1=C[C@@H](c2ccccc2)C[C@@H](OCc2ccc(CO)cc2)O1	9%	12	-3%	-26	-5	-26%	-3%	13	-11%	1%
Cc1nc2scc(C)n2c(=O)c1S(=O)(=O)NCC1CCN(Cc2ccc(F)cc2)CC1	-4%	28	-15%	-7	x	6%	330%	8	u	5%
Cc1ccc(N(CC(=O)N2CCOCC2)S(=O)(=O)c2ccccc2)cc1	0%	-9	-9%	0	2	5%	-2%	28	-3%	-1%
O=C(CCC(=O)N1CCCC1)N1CCCC1	2%	-5	3%	-11	-2	-8%	6%	1	-9%	-6%
CC1=CCn2c(=O)c3ccccc3c(=O)n2C1	-3%	-4	-8%	x	3	14%	5%	-2	-11%	3%
C1CN(c2nc3nonc3nc2N2CCOCC2)CCO1	-12%	x	5%	x	3	7%	x	-4	x	2%
COc1cc(C(=O)OCC(C)=O)cc(NC(=O)c2ccco2)c1OC	-8%	7	-7%	-7	5	1%	2%	-2	7%	-8%
O=S(=O)(c1cccc(NC(=S)N2CCN(c3ccccc3)CC2)c1)C(F)F	-9%	38	1%	x	-8	10%	-10%	2	-14%	2%
CNC(=O)CSc1nnc(NC(=O)C2CC(=O)N(c3ccccc3OC)C2)s1 (stereo not given)	4%	8	7%	x	x	-2%	1%	-1	22%	-2%
O=C1CC(N2CCN(Cc3ccc4c(c3)OCO4)CC2)C(=O)N1c1cccc2ccccc12 (stereo not given)	2%	-3	-4%	21	-1	-1%	4%	1	0%	11%
CCOC(=O)c1nn(-c2ccc(Cl)cc2)c2nc(CC)c(C#N)c(=O)n12	33%[activator]	-1	1%	-8	2	19%	-6%	-2	3%	0%
Cc1ccc2c(c1)C(C)(C)[C@]1(C)NC(=O)CCN21	20%	3	0%	3	-17	8%	-3%	1	-11%	-1%
CN(CC(O)CN1CCOCC1)S(=O)(=O)O (stereo not given)	11%	5&-1	-4%&-5%	14&-23	5&3	12%&9%	5%&-1%	-4&-3	9%&-1%	13%&0%
O=C1CCCC/C=C\C[C@H](CC(=O)N(CCO)Cc2ccccc2)C(=O)NC[C@H](c2ccccc2)O1	x	5	2%	2	x	x	-3%	x	25%	x
COc1cccc(-n2nnnc2SCC(=O)N2CCCc3ccccc32)c1	-7%	0	5%	-3	0	0%	-4%	6	-17%	3%
Cc1cc(=O)n2nc(N3CCCC3C(=O)NCc3ccccn3)sc2n1 (stereo not given)	4%	-1	4%	-2	3	3%	2%	1	-6%	2%
COc1ccc(CC(=O)NNS(=O)(=O)c2ccccc2[N+](=O)[O-])cc1OC	9%	-1	-2%	-1	1	2%	2%	2	17%	17%
c1ccc(-c2noc(CN3CCN(c4ccccc4)CC3)n2)cc1	-6%	0	6%	3	3	-1%	0%	3	-1%	1%
O=C(NCc1ccccc1F)C1CCCN1C(=O)Nc1cccc(F)c1 (stereo not given)	-1%	10	9%	11	0	5%	-1%	u	22%	-1%
Cc1nnc(SCC2=C(C(=O)O)N3C(=O)C(NC(=O)COc4ccccc4)C3SC2)s1 (stereo not given)	x	-6	-5%	-7	x	x	-6%	-6	-48%[inhibitor]	x
O=C(c1cn(CC(=O)N2CCCC2)c2ccccc12)C1CCCCC1	-8%	0	8%	1	-7	-7%	2%	3	-15%	3%
O=c1cc(-c2ccccc2)c2cc(Cl)ccc2[nH]1	14%	-20	-14%	-10	2	19%	1%	2	-2%	-3%
Cc1nnc(SCC(=O)NNC(=O)COc2ccc(Cl)cc2)s1	-4%	26	0%	4	5	8%	5%	-6	-1%	10%
Cc1cc(C)cc(OCC(=O)Nc2ccc3c(c2)C(=O)c2ccccc2C3=O)c1	199%[activator]	-5	-6%	14	-12	1%	3%	2	0%	1%
CC(C(=O)NC1CCCC1)N(C(=O)CS(=O)CC(=O)Nc1ccc(F)cc1)c1ccc2c(c1)OCCO2 (stereo not given)	-13%	6	5%	3	2	-3%	5%	-5	3%	1%
CCOc1cc(/C=C2\CCCc3c2nc2ccccc2c3C(=O)O)ccc1OC	u	3	-13%	-10	-13	-5%	34%	81*	-26%	-3%
Cc1cnc([N+](=O)[O-])n1CCOC(=O)NC(=O)c1ccccc1Cl	x	5	4%	-6	0	-2%	0%	-8	u	1%
O=C(NCCCO)c1ccc2nc(-c3ccco3)c(-c3ccco3)nc2c1	u	4	9%	-2	-29	-28%	262%[activator]	-2	-22%	-2%

2 of the compounds above, with each value named.
O=C(NCc1ccccc1F)C1CCCN1C(=O)Nc1cccc(F)c1 (stereo not given)
  MBNL1 CUG block: -1% | hERG WT inh: 10 | AT treatment: 9% | KCNH2 3.1 inh: 11 | Coupling enz: 0 | CXXC DNA block: 5% | ASM inhibitor: -1% | TRPV1 ag: u | a7 integrin act: 22% | GALK inh: -1%
Cc1nnc(SCC2=C(C(=O)O)N3C(=O)C(NC(=O)COc4ccccc4)C3SC2)s1 (stereo not given)
  MBNL1 CUG block: x | hERG WT inh: -6 | AT treatment: -5% | KCNH2 3.1 inh: -7 | Coupling enz: x | CXXC DNA block: x | ASM inhibitor: -6% | TRPV1 ag: -6 | a7 integrin act: -48%[inhibitor] | GALK inh: x

Later entries:
smiles	MBNL1 CUG block	hERG WT inh	AT treatment	KCNH2 3.1 inh	Coupling enz	CXXC DNA block	ASM inhibitor	TRPV1 ag	a7 integrin act	GALK inh
Cc1ccc2oc3c(c(=O)c2c1)C(c1ccc(F)cc1)N(CCCN1CCOCC1)C3=O (stereo not given)	13%	x	11%	x	3	10%	x	4	x	2%
O=C(CCN1C(=O)c2ccccc2C1=O)Nc1ccccn1	1%	3	-2%	-1	2	8%	1%	0	22%	-1%
Cc1ccc(S(=O)(=O)N2CCN=C2SCc2ccccc2)cc1	3%	-6	15%	-2	-35*	-6%	-2%	11	u	-1%
CCC(c1nnnn1C(C)(C)C)N(Cc1ccco1)Cc1cc2cccc(C)c2[nH]c1=O (stereo not given)	2%	2	1%	-4	-9	0%	-9%	0	-1%	0%
CCOc1ccc(OCc2cccc(C(=O)N3CCOCC3)c2)cc1	-9%	-5	2%	-14	0	-2%	2%	5	9%	0%
COCCN(C(=O)c1ccc(-c2ccc(Cl)cc2)o1)c1c(N)n(CC(C)C)c(=O)[nH]c1=O	x	3	6%	0	x	x	13%	0	8%	x
CC(=O)Nc1nonc1NC(=O)CSc1nc2ccccc2o1	-11%	7	1%	-11	0	-15%	-3%	-2	-1%[7.66 µM]	2%
Cc1cccc(C(O)C(O)c2cccc(C)n2)n1 (stereo not given)	x	6	x	22	x	x	3%	x	9%	x
CCC(=O)N(Cc1ccccc1)c1ccccn1	-4%	-5	5%	18	1	-10%	2%	-3	-27%	0%
COc1cc(/C=N/NC(=O)c2ccc(N3CCCC3=O)cc2)ccc1O	0%	-2	0%	x	x	-5%	-3%	83*	0%	-3%
O=C(Nc1cccc(Br)c1)c1ccc(CSc2ccccc2)cc1	-11%	1	-2%	12	-1	0%	-2%	28	11%	0%
O=C1C2CCCCN2C(=O)N1CCCCN1CCN(c2cccc(C(F)(F)F)c2)CC1 (stereo not given)	x	15	x	17	x	x	2%	x	u	x
Cc1ccc(S(=O)(=O)N2CCOCC2)cc1NC(=O)C(c1ccc(Cl)cc1)C(C)C (stereo not given)	x	5	0%	-10	x	x	-3%	u	4%	x
Cc1ccc(S(=O)(=O)N(C)C)cc1NC(=O)COC(=O)CCCOc1ccccc1	-3%	-12	2%	-10	-1	15%	0%	-1	10%	-3%
Cc1nc2c(C(=O)NCCC(C)C)c[nH]n2c(=O)c1Cc1ccccc1F	-4%	-18	-9%	-9	1	-8%	1%	-2	-33%	-2%

Assay outcomes as filed in PubChem.
